Mm-Cpn inhibitor – blocks the Methanococcus maripaludis chaperonin Mm-Cpn; 0.031% of 330,000 active; purified Mm-Cpn ATPase, ADP Transcreener TR-FRET; AID 504842; Potency, µM (doses to about 76.9 µM), for inactives: top-dose activity, negative = inhibition, most hits filed as inhibitors; note: potency is the fitted concentration of half-maximal effect; % is set by controls: 0 for no effect and ±100 for the full control effect; nearly all actives have a fitted effect of over 80% in size
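Compound-treated chaperonin, 25 nM final, turns over 10 uM ATP at 37°C for 30 min following a 10 min preincubation; ADP generated competes with ADP-d2 for Eu-cryptate antibody, lowering FRET.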
CCT modulator – changes cytosolic chaperonin activity; purified chaperonin ATPase assay, HTRF ADP detection, 30 min; activity change, % (no concentration beside the values), hits read low; 0.3% of 360,000 active; AID 651819; in the data active = activity change below about -30%; note: % is set by controls: 0 for no effect and ±100 for the full control effect
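TRiC at 40 or 20 nM final (batch-dependent) in 30 mM Tris pH 7.4, 100 mM KCl, 5 mM MgCl2, 1 mM DTT, with compound at single 76 uM and 10 uM ATP, 30 min at 37 deg C. ADP detected by HTRF Transcreener, 665/615 ratio.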
TGFb SMAD3 inh – inhibitors of TGF-b signaling. AID 588855. 1.2% of 410,000 active. Potency, µM (titrated, usually from 46.1 µM), inactives show at the highest dose activity, negative = inhibition, hits mostly inhibitors. HepG2 CAGA-GFP TGF-b/SMAD3 reporter, GFP fluorescence, 18 h; TGF-beta stimulated, 500 pg/mL final; note: potency is the fitted concentration of half-maximal effect; % is set by controls: 0 for no effect and ±100 for the full control effect; nearly all actives have a fitted effect of over 65% in size
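Using HEPG2 CAGA-GFP reporter cells at 1000 cells/well, we pinned test compounds, stimulated with recombinant TGF-beta (500 pg/mL final) and measured total well GFP after 18 h.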
Akt phos inh – Akt phosphorylation inhibition | Neuro2A IGF-stimulated pAkt S473 HTRF, 20 min; hits give low values | activity change, % for hits at 50 µM | 0.32% of 360,000 active; in the data active = activity change below about -80%; inconclusive = mostly about -51% to -80%; note: % is set by controls: 0 for no effect and ±100 for the full control effect
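Single-point screen (50 µM final compound) in Neuro2A cells stimulated 20 min with 6 nM IGF at 37 deg C. After lysis, Ser473-phosphorylated Akt read by HTRF (ex 330 nm, em 615/665 nm) as the 665/615 ratio.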
S2 tox – viability counter-screen for ATXN expression inhibitors. S2 cells (HEK-293 line with an ATXN2-luciferase reporter) viability, CellTiter-Fluor protease fluorescence, 24 h. 0.49% of 400,000 active. Potency, µM (titrated, usually from 56.7 µM), most hits filed as cytotoxic; note: potency is the fitted concentration of half-maximal effect; nearly all actives have a fitted effect of over 40% in size
HepG2 viability – kills HepG2 cells in TGF-b inhibitor counter-screen. HepG2 CAGA-GFP viability, ATP luminescence, 18 h. Potency, µM (top dose mostly 46.1 µM), inactives show at the top dose activity change, negative = cytotoxicity, actives largely listed as cytotoxic. 0.76% of 410,000 active; note: potency is the fitted concentration of half-maximal effect; some results filed as inactive show a strong effect at the top dose
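HepG2 CAGA-GFP cells (1000/well, DMEM with 1% FBS) received compound, then TGF-beta at 500 pg/mL final, and were incubated 18 hours at 37 degrees C. Viability was read by CellTiter-Glo luminescence. Media-only wells were set as complete cell-killing and DMSO as no toxicity.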
Nrf2 block – inhibitors of Nrf2 signaling; A549 ARE-Fluc reporter, luciferase luminescence, 18-24 h; Potency, µM (doses to about 46 µM), without a hit: at the top dose activity change, negative = inhibition, most hits filed as inhibitors; 2.1% of 360,000 active; AID 504444; note: potency is the fitted concentration of half-maximal effect; % is set by controls: 0 for no effect and ±100 for the full control effect; nearly all actives have a fitted effect of over 60% in size
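A549 ARE_Fluc cells, 5000/well, 5% FBS OPTI-MEM; compounds in dose-response, 18-24 h at 37 °C/5% CO2; CellTiter-Fluor viability read (Ex 405/Em 525), then BugLite luciferase luminescence = Nrf2 activity.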
Nrf2 activator – Nrf2 pathway activation | AREc32 ARE-luciferase reporter (MCF7-derived line), luminescence, 24 h | Potency, µM (titrated, usually from 46.1 µM), without a hit: at the highest dose activation, hits mostly activators | 0.31% of 410,000 active | AID 624171; note: potency is the fitted concentration of half-maximal effect; % of control where 0% means no effect; nearly all actives have a fitted effect of over 65% in size
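Luciferase luminescence (Steady-Glo, 30 min at room temperature) served as the read-out of ARE activation in AREc32 cells treated with compounds for 24 hr at 37 deg C.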
A549 tox – kills or reduces viability of A549 cells in Nrf2 counter-screen. A549 ARE-Fluc cells, CellTiter-Fluor viability, 18-24 h. 0.16% of 390,000 active. Potency, µM (top dose mostly 46 µM), for inactives: top-dose activity change, negative = cytotoxicity, most hits filed as inhibitors. AID 504648; note: potency is the fitted concentration of half-maximal effect; % is set by controls: 0 for no effect and ±100 for the full control effect
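A549 ARE_Fluc cells in 5% FBS OPTI-MEM were exposed to compounds in concentration-response for 18-24 h at 37 deg C. Viability was read by CellTiter-Fluor fluorescence (Ex 405/Em 525) after 30 min, before the luciferase read.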
* marks the source's active call; other numbers are inactive results; i = inactive; u = inconclusive; x = no result given; [ ] = dose if it differs, or a comment. Unless noted, calls come from the whole dose curve; as a rule, active = well fitted curve in the direction sought with a large enough effect; inconclusive = small, poorly fitted or top-dose-only effect, or another doubt; inactive = no such curve, though single readings can be large; an effect the other way counts as inactive or inconclusive.

smiles	Mm-Cpn inhibitor	A549 tox	HepG2 viability	Nrf2 block	CCT modulator	TGFb SMAD3 inh	Akt phos inh	S2 tox	Nrf2 activator
COP(=O)(OC)c1nc(-c2ccccc2)oc1N1CCOCC1	-5%	-1%	-19%	0%	0.2	-2%	i	i	-0.6%
Cc1nc2nc(CC(=O)O)[nH]n2c(=O)c1[N+](=O)[O-]	3%	2%	2%	14%	1.6	3%	i	i	0.2%
Cc1ccc(N2C(=O)Nc3ccccc3C2(O)C(=O)NCCCOC(C)C)cc1C (stereo unspecified)	2%	4%	2%	4%	-0.8	0%	i	i	-0.1%
CCCNC(=O)COc1coc(CN2CCN(c3ccccc3)CC2)cc1=O	0%	8%	-9%	11%	-3.3	-1%	x	i	-0.2%
Nc1cc(N)nc(SCCOc2ccccc2F)n1	-1%	-3%	-3%	0%	-0.2	2%	i	i	3.4%
Cc1cc(C)c2c(CC(=O)Nc3nccs3)coc2c1	-3%	-4%	-11%	-16%	-3.4	-4%	i	i	2.9%
CCOc1cc2[nH]c(=S)n(Cc3ccc(C(=O)NCCN(CC)CC)cc3)c(=O)c2cc1OCC	-3%	2%	-171%	-17%	0.5	u	i	u	u
CN(C)S(=O)(=O)c1cccc(-c2nn(-c3ccccc3)cc2/C=C2\SC(=S)NC2=O)c1	-2%	u	-8%	16µM*	0.9	13µM*	i	i	4.4%
O=C(O)c1ccc(Cl)c(S(=O)(=O)Nc2ccc3cn[nH]c3c2)c1	-1%	0%	2%	-17%	-2.3	13%	i	i	0.8%
CCc1nc(Cl)c(C#N)c2c1CCCC2	0%	1%	-4%	17%	-2.7	-5%	i	i	0.0%
CC1=C(C(=O)OCC2CCCO2)C(c2ccsc2)C2=C(CCCC2=O)N1 (stereo unspecified)	-5%	0%	10%	-17%	-1.9	0%	i	i	0.2%
C=CCN1C(=O)CSC1=Nc1ccc(NC(C)=O)cc1	1%	-3%	14%	u	0.3	7%	x	i	-0.3%
O=C(CN1C(=O)COc2ccc(S(=O)(=O)N3CCCCCC3)cc21)NCc1ccc(Cl)cc1	x	-15%	-4%	x	x	10µM*	x	x	2.1%
Cc1oc(-c2cccs2)nc1CN1CCC(CO)(CCOc2ccccc2)CC1	0%	1%	-13%	-6%	-3.3	4%	i	i	-0.6%
Cc1cc(C)cc(NC(=O)Cc2ccc(-n3cccc3)cc2)c1	-3%	0%	-35%	-2%	0.9	-11%	i	i	2.3%
Cc1ccc2c(c1)C(c1ccccc1)N(C(=O)c1ccc(S(=O)(=O)N3CCCC3)cc1)CC(=O)N2 (stereo unspecified)	x	7%	-31%	1%[9.27 µM]	x	u	x	i	4.0%
O=C(CN(C(=O)c1csnn1)c1cccc2c1CCCC2)NCc1ccc(F)cc1	2%	-7%	-37%	4%	-1.5	-4%	i	i	0.2%
O=C(CNc1ccc(Cl)c(C(F)(F)F)c1)N1CCN(S(=O)(=O)c2ccccc2)CC1	x	-3%	-8%	-16%	-2.6	13µM*	i	i	2.6%
CC1CN(c2ccc(Cl)cc2[N+](=O)[O-])CCN1S(C)(=O)=O (stereo unspecified)	-2%	4%	-5%	u	1.3	15%	i	i	2.6%
Cc1ccc(S(=O)(=O)NC2CCCC2)cc1C(N)=O	u	-5%	5%	3%	0.8	1%	i	i	0.4%
OC(CCc1ccncc1)c1ccccc1 (stereo unspecified)	1%	2%	10%	-13%	-0.8	u	i	i	-0.2%
CC(C)(C)[C@@H]1C=C(C(=O)NC2CC2)O[C@H](OCc2ccc(CO)cc2)C1	x	-1%	-16%	-23%	-2.8	u	i	i	0.3%
CN(C)S(=O)(=O)c1ccc(S(=O)(=O)N2CCCC(C(=O)NC3CCCC3)C2)cc1 (stereo unspecified)	-4%	3%	13%	-21%	-0.1	15%	i	i	-0.7%
COc1ccc([C@H]2CC(=O)C[C@@H](CCn3ccnn3)O2)cc1	x	x	x	x	2.6	x	i	i	-0.7%
OC(CN1C2=NCCN2c2ccccc21)c1ccc2c(c1)OCO2 (stereo unspecified)	1%	-24%	-25%	u	-3.5	u	-118%*	i	-0.4%
CCSC1=N/C(=C\c2ccc(C(=O)O)cc2)C(=O)S1	11%	-4%	5%	3%	-2.6	-9%	i	u	0.0%
Cc1ccnc(NS(=O)(=O)c2ccc(NC(=O)c3ccc(S(=O)(=O)N4CC(C)OC(C)C4)cc3)cc2)n1 (stereo unspecified)	4%	4%	-37%	-20%	-1.2	-10%	i	i	-0.4%
O=c1c2ccccc2c(/C=N/NS(=O)(=O)c2ccccc2)c(O)n1-c1ccccn1	-4%	-12%	-7%	-21%	-2.7	18%	i	i	0.3%
CN(C(=O)Nc1ccccc1)C1CCCCC1	-7%	0%	-17%	11%	0.4	-28%	i	i	-0.4%
COc1ccc(N2CCN(C(=O)c3ccc4c(c3)N(Cc3cccc(Cl)c3)C(=O)c3ccccc3S4(=O)=O)CC2)cc1	x	7%	-15%	x	x	u	x	x	0.2%
CCCCNc1cc(C)oc(=O)c1C(C)=O	3%	-8%	-3%	-18%	0.7	-3%	i	i	0.3%
Cc1ccc(C(=O)Nc2ccc3c(c2)OCCO3)o1	-3%	15%	-37%	-19%	0.8	6%	i	i	-0.7%
CCO[C@@H]1OC(C(=O)Nc2ccccc2)=C[C@H](c2csc3ccccc23)[C@H]1CCCO	x	1%	-19%	-20%	1.2	u	i	i	3.4%
CC(=O)Nc1ccc(NC(=O)C(C)OC(=O)C23CC4CC(CC(Cl)(C4)C2)C3)cc1 (stereo unspecified)	0%	-10%	-33%	-28%	3.6	0%	i	i	-1.2%
Cc1ccc(S(=O)(=O)N(C)CC(=O)Nc2cccc(C)n2)cc1	-1%	-1%	7%	u	-0.2	-6%	i	i	0.2%
S=c1nc(-c2cc(Cl)ccc2Cl)[nH][nH]1	-24%	3%	-1%	-6%	0.1	1%	i	u	2.1%
CC(C)(C)S(=O)(=O)N1C[C@H]2C(=CC[C@@H]3C(=O)N(c4ccccc4)C(=O)[C@@H]32)[C@H]1CCO	x	-1%	-4%	7%	-1.1	-8%	i	i	1.1%
O=C(Nc1cc(C(F)(F)F)ccc1N1CCOCC1)c1ccc(Br)o1	x	-5%[1.84 µM]	6%	-23%	-0.9	7%	i	i	-0.3%
Cc1cc(C)n(CCN(C)Cc2nc(Cc3ccccc3F)no2)n1	1%	1%	-21%	6%	-3.9	-10%	i	u	0.6%
O=C(O)CCc1ccc(-c2ccccc2)n1CC(=O)O	-1%	-6%	2%	-1%	-0.4	5%	i	i	-0.1%
O=C(NCC1CCN(S(=O)(=O)c2ccccc2)CC1)Nc1ccc(F)cc1	-3%	4%	-30%	u	0.4	-8%	i	i	0.6%
COc1cccc(C2OC(=O)c3ccccc3N2C(C)=O)c1OC(C)=O (stereo unspecified)	1%	13%	-9%	-4%	2.6	-1%	i	i	10%
Cc1cc(C)c(NC(=O)Cn2nnc(S(=O)(=O)c3ccc(C)c(C)c3)c2N)c(C)c1	x	4%	-35%	-9%	x	36%[activator]	x	x	0.1%
COc1cccc(CN(C)C(=O)c2cccc(S(=O)(=O)N3CCN(c4ccccc4)CC3)c2)c1	x	x	-10%	x	0.0	-27%	i	i	3.7%
Nc1ccccc1O	-4%	-1%	16µM*	-22%	-1.1	u	x	i	u
Cc1cccc(N2CCN(C(=O)/C=C/c3ccco3)CC2)c1C	0%	0%	-2%	-5%	0.7	-2%	i	i	u
CCOC(=O)c1sc2nc(C)[nH]c(=O)c2c1C	2%	-11%	-16%	u	-2.9	-15%	i	i	0.0%
COc1ccccc1C(=O)N(C)c1nnc(-c2ccccc2)s1	1%	-3%	0%	-10%	-2.5	-8%	i	i	5.8%
COc1ccc(/C=C/C(=O)Nc2ccc3c(c2)OCCO3)cc1OC	2%	-7%	-2%	-13%	-0.2	-12%	i	u	2.1%
COc1ccc(S(=O)(=O)c2ccc(OC)cc2)cc1	1%	-1%	-13%	-3%	-2.3	6%	i	i	1.9%

Next section:
smiles	Mm-Cpn inhibitor	A549 tox	HepG2 viability	Nrf2 block	CCT modulator	TGFb SMAD3 inh	Akt phos inh	S2 tox	Nrf2 activator
CC1CC(NC(=O)CC#N)CC(C)(C)C1 (stereo unspecified)	1%	1%	-66%	1%	-20	0%	i	i	0.5%
O=C(NCc1ccc2[nH]c3c(c2c1)CCCC3)c1ccc(S(=O)(=O)N2CCCC2)cc1	-1%	13%	0%	-20%	-0.8	2%	i	i	-0.4%
O=C(Nc1c(C(=O)Nc2ccccc2)cnn1-c1ccccc1)c1ccco1	0%	8%	4%	-11%	0.9	4%	i	i	-0.1%
CC(Oc1ccccc1)C(=O)N=C1SC2CS(=O)(=O)CC2N1c1ccccc1 (stereo unspecified)	2%	-6%	-8%	11%	-1.1	-7%	x	i	-0.3%
CC(NS(=O)(=O)c1ccccc1Cl)C1CC2CCC1C2 (stereo unspecified)	-1%	-11%	5%	-21%	0.0	u	i	i	-0.4%

Compound activity deposited in PubChem BioAssay by National Center for Advancing Translational Sciences (NCATS).

No enrichment for hits; any-hit rate near 4.4%.
